# SRC3 TRFRET art: counter-screen for PPARgamma SRC-3 recruitment agonists: TR-FRET artefact | TR-FRET ratio at 8 µM | AID 1048 | actives 0.39% (n = 99,000) | PPARgamma/SRC-3 format; active compounds read high; in the data active = TR-FRET ratio above about 2000; also: inactives centre near 1600; reference of the scale not given here
# SRC1 TRFRET art: counter-screen for PPARgamma SRC-1 recruitment agonists: TR-FRET artefact; AID 1051; TR-FRET ratio at 8 µM; actives 0.34% (n = 99,000); TR-FRET detection artefact counter-screen, emission ratio; active compounds read high; in the data active = TR-FRET ratio above about 2300; also: inactives centre near 1800; reference of the scale not given here
# Active calls of the source: *. Only part of the results is shown; the hit share may differ from the screen's.
SMILES,SRC3 TRFRET art,SRC1 TRFRET art
O=C1N(c2cccc(Cl)c2)C(c2ccccc2)N2CCCN12 (stereo not drawn),1539,1911
CSCCC(NC(=O)C1CCC(C)CC1)C(=O)NCCN1CCC(C)CC1 (stereo not drawn),1527,1735
Cc1ccc(Cc2cnc(N3C(=N)SC(C)C3=O)s2)cc1 (stereo not drawn),1484,1540
Cc1cc(C)c([N+](=O)[O-])cc1NC(=O)CCSc1ccccc1Cl,1727,1505
CC1(C)CC(=O)c2c(n(S(=O)(=O)c3ccccc3)c3ccc(NS(=O)(=O)c4ccccc4)cc23)C1,1534,1872
CC(=O)NCCC(=O)Nc1cccc(S(=O)(=O)N(C)c2ccccc2)c1,1775,1517
Cc1cccc(C)c1NC(=O)CNc1ncnc2sc(C)c(C)c12,1708,1748
CC1(C)CC(=O)C2=C(C1)OC(N)=C(C#N)C2c1ccccc1[N+](=O)[O-] (stereo not drawn),1598,1572
O=C(NC1CCCc2c1cnn2-c1ccc(F)cc1F)c1cnccn1 (stereo not drawn),1286,1647
CCOC(=O)C(=O)Nc1ccc([N+](=O)[O-])cc1OC,1561,1749
COc1ccc(/C=C(/NC(=O)c2ccccc2Cl)C(=O)O)cc1,1472,1784
COc1ccc(Cc2nnc(NC(=O)c3cccs3)s2)cc1OC,1431,1661
O=C1NCC(COc2cccc3ccccc23)O1 (stereo not drawn),1417,1538
CN(C)S(=O)(=O)Oc1ccccc1C(=O)Nc1ccc(F)cc1,1606,1672
CC1=C(C(=O)OC(C)(C)C)C(c2cccs2)NC(=O)N1 (stereo not drawn),1580,1971
O=C(Nc1ccccc1)C1=C[C@@H](c2coc3ccccc3c2=O)C[C@@H](OCCCCO)O1,1655,1559
CCn1c(C)nc2cc(C(=O)N/N=C/c3ccc(O)c(O)c3O)ccc21,1689,1654
CC(C)CNC(=O)COc1ncnc2sccc12,1560,1829
O=C(CCC(=O)NCCCc1ccccc1)NCCCc1ccccc1,1686,1729
CCCN1CCN(S(=O)(=O)c2ccc3c(c2)OCCO3)CC1,1735,2192
CCCC(=O)Nc1nnc(CCOC)s1,1678,1734
Cc1cc(Cl)ccc1NC(=O)CCC(=O)O,1591,1586
Cc1cc(-c2ccccc2)nc(SC(C(=O)O)c2ccccc2)n1 (stereo not drawn),1561,1806
CC(C)NC(=O)NCCCCCCS(C)=O (stereo not drawn),1718,2181
CCCCOC(=O)Cn1c(-c2ccccc2)nc2ccccc2c1=O,1433,1847
SMILES,SRC3 TRFRET art,SRC1 TRFRET art
C/C(=N/Nc1ccc(Cl)cc1)c1cnnc(-c2ccccc2)n1,1714,2014
CSC1=NCCN1S(=O)(=O)c1ccc2ccccc2c1,1543,1894
Cc1ccc(Nc2cc(C)nc3c(C)ccc([N+](=O)[O-])c23)cc1,1641,1703
O=C(c1ccccc1F)N(Cc1cccnc1)Cc1cc2cc3c(cc2[nH]c1=O)OCCO3,1397,1690
Cc1c(NC(=O)COC(=O)C23CC4CC(CC(Br)(C4)C2)C3)c(=O)n(-c2ccccc2)n1C,1480,1759
O=[N+]([O-])c1ccccc1/C=C/C=N/n1c(-c2ccccc2)n[nH]c1=S,1857,2092
COc1cccc(CNC(=O)CSc2ccc(-c3cccs3)nn2)c1,1878,1986
O=C(NCc1ccco1)C(=O)NCC1OCCCN1S(=O)(=O)c1ccc(Cl)cc1 (stereo not drawn),1680,1914
Cc1[nH][nH]c(=O)c1N=Nc1ccc(Cl)cc1,1589,1917
Cc1cc(N)ccc1N=Nc1c(C)n(C)n(-c2ccccc2)c1=O,1578,1914
C=CCn1c(N)c(C(=O)Nc2ccccc2)c2nc3ccccc3nc21,1642,1638
COc1ccc(CCNC(=O)c2c(N)no[n+]2[O-])cc1OC,1655,1590
Oc1ccc(C2=NNC(=NCc3ccc4c(c3)OCO4)SC2)c(O)c1,1715,1910
Cc1cccc(N2CCN(C(=S)c3ccccc3)CC2)c1,1407,1930
O=C(c1cc2ccccc2c(=O)o1)N1CCCCCC1,1421,1731
O=c1c2cc(NC(=S)NC3CCCCC3)ccc2nc2n1CCCCC2,1750,2002
CC(NC(=O)Cn1ncc(Cl)c(Cl)c1=O)C12CC3CC(CC(C3)C1)C2 (stereo not drawn),1612,1620
O=C(NC(=S)Nc1ccc(S(=O)(=O)Nc2ccccc2)cc1)C1CC1,1634,2037
CCOCCCNC(=S)N1CCN(CC)CC1,1328,1556
Cc1ccc(S(=O)(=O)NCCCN2CCOCC2)c(C)c1,1691,2060
C=COCCNC(=S)Nc1cccc(Cl)c1,1765,1965
CCc1cc(C(=O)Nc2cc(S(=O)(=O)N(C)C)ccc2C)sc1C,1489,1643
Cc1cc(N2CCCC2)c(F)cc1/C=C\[N+](=O)[O-],1664,1764
Cc1ccc(C2=NNC3(CCOC(C)(C)C3)S2)cc1 (stereo not drawn),1493,1691
CSc1nnc(CNS(=O)(=O)c2ccc(Cl)cc2)n1C,1548,1795
SMILES,SRC3 TRFRET art,SRC1 TRFRET art
Fc1ccc(C2CCCCN2Cc2nc(CC3CC3)no2)cc1 (stereo not drawn),1322,1768
Cc1cc(N2CCN(C3CCCCC3)CC2)nc2cccc(O)c12,1548,1755
COc1cc(-c2nc3ccc(C)cn3c2Nc2ccc3c(c2)OCCO3)ccc1O,1762,2090
Cc1ncc([N+](=O)[O-])n1CCOC(=O)NC(NCc1cccnc1)C(Cl)(Cl)Cl (stereo not drawn),1485,1525
NS(=O)(=O)c1ccc(N/N=C/c2ccc3c(c2)OCO3)c([N+](=O)[O-])c1,1756,1803
Cc1ccccc1C(=NCCCN(C)C)c1ccccc1C,1597,1930
COc1ccc2ccccc2c1CNCCCN1CCOCC1,1577,1611
CC1CCCCN1C(=O)c1cc(Cl)ccc1[N+](=O)[O-] (stereo not drawn),1575,1626
O=C(CO/N=C/c1ccc(OC(F)F)cc1)NC1CCCCCC1,1754,2016
Cc1ccc(-c2csc(=Nc3cccnc3)n2CCCN2CCCC2=O)cc1C,1305,1753
COc1cccc(CC(NC(C)=O)C(=O)NC2CCN(c3c(Cc4ccccc4)c(C)nc4ncnn34)CC2)c1 (stereo not drawn),1797,1921
O=[N+]([O-])c1cc(/C=N/N2CCCCC2)ccc1Cl,1656,2149
Cc1cccc(NC(=O)CSc2nc3nc4c(cc3c(=O)n2-c2ccccc2)CCCC4)c1,1716,1691
Cc1noc(/C=C/c2ccco2)c1S(=O)(=O)N1CCC(C(=O)Nc2ccc(Cl)cn2)CC1,1652,1648
O=C(O)c1cccc(NN=C2c3ccccc3-c3ccccc32)c1,1644,1828
CCCn1c(O)c(C=Nc2ccccc2)sc1=S,1466,1715
Cc1[nH]c2ccccc2c1C(=O)C(C)OC(=O)c1ccc([N+](=O)[O-])o1 (stereo not drawn),1619,1732
Cn1cc(C=O)c2ccccc21,1349,1999
COc1ccc(Cl)cc1S(=O)(=O)N1CCCC1=O,1557,1894
N#Cc1cc(C(=O)c2ccccc2OCC(=O)Nc2ccccc2Cl)cn(C2CCCCC2)c1=O,2092*,1593
Fc1ccc(-n2c(CN3CCCCC3)n[nH]c2=S)cc1,1636,1547
CCN(C(=O)CN(C)Cc1cccc(Cl)c1Cl)c1c(N)n(Cc2ccccc2)c(=O)[nH]c1=O,1717,1734
O=C(c1cccnc1)N1CCN(S(=O)(=O)c2ccc(F)cc2)CC1,1509,1736
O=C(O)C1=C[C@@H](C2CC2)C[C@@H](OCc2ccc(CO)cc2)O1,1568,1632
COc1ccc(CCNC(=O)CCS(=O)(=O)c2ccc(Br)cc2)cc1OC,1483,1809

# Among those listed so far, these have an aryl methoxy group:
SMILES,SRC3 TRFRET art,SRC1 TRFRET art
CCOC(=O)C(=O)Nc1ccc([N+](=O)[O-])cc1OC,1561,1749
COc1ccc(/C=C(/NC(=O)c2ccccc2Cl)C(=O)O)cc1,1472,1784
COc1ccc(Cc2nnc(NC(=O)c3cccs3)s2)cc1OC,1431,1661
COc1cccc(CNC(=O)CSc2ccc(-c3cccs3)nn2)c1,1878,1986
COc1ccc(CCNC(=O)c2c(N)no[n+]2[O-])cc1OC,1655,1590
COc1cc(-c2nc3ccc(C)cn3c2Nc2ccc3c(c2)OCCO3)ccc1O,1762,2090
COc1ccc2ccccc2c1CNCCCN1CCOCC1,1577,1611
COc1cccc(CC(NC(C)=O)C(=O)NC2CCN(c3c(Cc4ccccc4)c(C)nc4ncnn34)CC2)c1 (stereo not drawn),1797,1921
COc1ccc(Cl)cc1S(=O)(=O)N1CCCC1=O,1557,1894
COc1ccc(CCNC(=O)CCS(=O)(=O)c2ccc(Br)cc2)cc1OC,1483,1809

# Part of the list above in order of molecular weight, low to high.
SMILES,SRC3 TRFRET art,SRC1 TRFRET art
Cc1[nH][nH]c(=O)c1N=Nc1ccc(Cl)cc1,1589,1917
COc1ccc(CCNC(=O)CCS(=O)(=O)c2ccc(Br)cc2)cc1OC,1483,1809
Cc1c(NC(=O)COC(=O)C23CC4CC(CC(Br)(C4)C2)C3)c(=O)n(-c2ccccc2)n1C,1480,1759

# The listing continues:
SMILES,SRC3 TRFRET art,SRC1 TRFRET art
COCCn1c(SCc2cc(=O)n3cc(C)ccc3n2)nc2ccccc2c1=O,1511,1656
COCCNC(=O)C1CCCN(c2nn3c(=O)cc(C)nc3s2)C1 (stereo not drawn),1453,1648
NNC(=O)CSc1nc(-c2ccccc2)nc2c1CCCC2,1443,1701
CCn1c(SCCC(=O)O)nnc1-c1cccnc1,1671,1845
COC(=O)[C@@]1(Cc2ccc(OC)cc2)[C@@H]2C(=CC(=O)[C@H]2CC(=O)C(=O)N(C)C)CN1C(=O)c1ccccc1,1712,1722
CCCCCOc1ccc(/C=C/C(=O)NCCc2nc3ccccc3[nH]2)cc1OC,1473,1637
O=C(/C=C\c1ccco1)Nc1nc(-c2ccc3ccccc3c2)cs1,1441,1732
CC1CCCCN1Cc1nc2c(c(=O)n(C)c(=O)n2C)n1Cc1c(F)cccc1Cl (stereo not drawn),1475,1998
CC(=O)OCC1=C(C(=O)O)N2C(=O)C(NC(=O)c3ccc(COc4c(C)cccc4Cl)o3)C2SC1 (stereo not drawn),1641,1792
O=C(COC(=O)CCC(=O)c1ccc(Cl)cc1)NCCc1ccccc1,1688,1854
c1ccc(Cn2c(NCc3ccccn3)nc3ccccc32)cc1,1393,1718
O=C(CSc1cccc[n+]1[O-])c1ccccc1Br,1587,1760
NNC(=O)c1cc(Cl)ccc1Cl,1608,1875
COc1ccc(CNC(=O)C/C(C)=N/NC(=O)c2cnccn2)cc1,1539,1481
Cc1ccccc1OCC(=O)Nc1ccc2oc(=O)ccc2c1,1522,1757
CCOC(=O)c1c(C)[nH]c(C)c1C(=O)CSc1nc2ccccc2n1CCC#N,1793,1743
COc1ccc(NC(=O)C2CCN(S(=O)(=O)c3ccc(Br)s3)CC2)cc1OC,1545,1736
O=C(COC(=O)c1ccc2c(c1Cl)C(=O)c1ccccc1C2=O)NC1CC1,1405,1624
CC(C)[C@H]1CN=C2N(CCNC(=O)CCC3CCCCC3)[C@H](Cc3ccc(O)cc3)CN21,1556,1604
O=C(Nc1cccc(C(F)(F)F)c1)c1ccc(N2CCNCC2)c([N+](=O)[O-])c1,1603,1578
CCOc1ccc(NC(=O)CC2C(=O)N(c3ccccc3)C(=O)N2CCc2cccs2)cc1 (stereo not drawn),1589,1868
Cc1cc2oc3c(c(=O)c2cc1C)C(c1ccc(F)cc1)N(CCCN1CCOCC1)C3=O (stereo not drawn),1909,1942
Cc1ccccc1OCCc1c(C)[nH]c(=S)[nH]c1=O,1297,1363
O=C(Cc1cccs1)Nc1ccccc1NC(=O)Cc1cccs1,1498,1652
O=C(Nc1ccc(N2CCOCC2)cc1)C1(c2ccc(Cl)cc2)CCC1,1679,1986
SMILES,SRC3 TRFRET art,SRC1 TRFRET art
COc1ccc(-c2nnc(SCC(=O)N3CCN(c4ccccc4)CC3)o2)cc1OC,1535,1420
CC(=O)Nc1cccc(Cl)c1C(=O)O,1496,1813
COc1cc(NS(=O)(=O)c2ccc(Nc3nc(-c4cccc([N+](=O)[O-])c4)cs3)cc2)nc(OC)n1,1264,1820
CC(=O)CSc1nc(N(C)C)nc(N(C)C)n1,1617,1783
Cc1ccccc1CNC(=O)Cc1cccs1,1598,1915
CCOc1ccc(C2c3[nH]c4ccccc4c3CCN2CCCn2cccn2)cc1 (stereo not drawn),1443,2029
CC(C)CN(C(=O)COC(=O)c1ccccc1Sc1ccccc1C#N)C1CCS(=O)(=O)C1 (stereo not drawn),1586,1755
Cc1nc2ccc(S(=O)(=O)Nc3cc(-c4nc5cccnc5s4)ccc3C)cc2s1,1687,1649
COc1ccc(S(=O)(=O)N2CCN(C(=O)Cc3cccs3)CC2)cc1,1626,1951
O=C(OCC(=O)N1CCc2ccccc2C1)c1cccnc1Cl,1677,1749
CC(=O)SC(C)CC(=O)Nc1ccccc1 (stereo not drawn),1518,1538
CCN(CC1CCCO1)C(=O)CCc1nnc(Cc2ccc3c(c2)OCO3)o1 (stereo not drawn),1772,1570
Cc1c(CNC2CCC(C)CC2)c(C(=O)O)c(C)n1Cc1ccccc1 (stereo not drawn),1759,1678
CCC(NC(=O)COc1ccc([N+](=O)[O-])cc1)c1ccccc1 (stereo not drawn),1511,2013
COC(=O)Cc1cc(OC)c(OC)cc1S(=O)(=O)N(C)C,1484,1647
CCCCC(=O)Nc1ccccc1N1CCN(c2ccccc2)CC1,1593,1834
CCOc1ccc(S(=O)(=O)NCc2ccc(Cl)cc2)c2cccnc12,1743,1920
CCOP(=O)(OCC)c1nc(-c2cccc([N+](=O)[O-])c2)oc1N1CCCCC1,1492,1891
O=C(COC(=O)CC12CC3CC(CC(C3)C1)C2)Nc1cccnc1Cl,1708,2039
Cc1ccc(C(=O)NC2CCN(CC(=O)NCc3cccs3)CC2)cc1,1745,1984
COc1ccc(NC(=S)Nc2ccc(S(N)(=O)=O)cc2)c(OC)c1,1632,1803
COc1cccc(CNc2ccc([N+](=O)[O-])cc2Cl)c1O,1682,1742
C=C(C)CNC(=S)N/N=C/c1ccc([N+](=O)[O-])cc1,1605,1964

# Source: PubChem BioAssay (The Scripps Research Institute Molecular Screening Center)
